All columns: NCI-60 one-dose screen, growth in % after 48 h at 10 µM unless noted; 100 = growth as untreated, 0 = no growth, -100 = all killed.
HCT-15: HCT-15 colon cancer; hit rate 5.2% among 82,000
COLO 205: COLO 205 colon cancer; hit rate 7.3% among 79,000; AID 1794742
NCI-H322M: NCI-H322M lung cancer; hit rate 2.7% among 80,000; AID 1794733
NCI-H460: NCI-H460 lung cancer | hit rate 6.8% among 82,000
NCI-H226: NCI-H226 lung cancer; AID 1794732; hit rate 3.5% among 79,000
NCI/ADR-RES: NCI/ADR-RES ovarian cells; AID 1794790; hit rate 4.4% among 81,000
NCI-H23: NCI-H23 lung cancer; hit rate 4% among 80,000; AID 1794731
NCI-H522: NCI-H522 lung cancer; hit rate 8% among 78,000; AID 1794739
HCT-116: HCT-116 colon cancer. hit rate 7.3% among 82,000. AID 1794798
* = called active by the depositor; . = not tested or not shown; & = joins results of further samples; [ ] = remark or other dose. Rule for the calls: active = growth percent below 10; inactive = the rest.

SMILES	HCT-15	COLO 205	NCI-H322M	NCI-H460	NCI-H226	NCI/ADR-RES	NCI-H23	NCI-H522	HCT-116
O/N=C(/CN1CCN(c2ccccc2)CC1)c1ccc(Cl)cc1	96	117	106	105	99	102	114	97	104
FC(F)(F)c1cc(Br)cc(-c2cc(-c3ccc4c(c3)OCCO4)[nH]n2)c1	16	-13*	45	5.7*	54	9.7*	40	20	5.7*
NS(=O)(=O)c1ccc(N2C(=O)c3ccc(C(=O)O)cc3C2=O)cc1	102	109	98	108	91	100	96	85	102
O=C1Nc2ccccc2C2c3[nH]c4ccc(Cl)cc4c3CCN12 (stereo unspecified)	59	72	90	63	79	90	80	44	69
CC(C)(N)COC(=O)c1ccccc1	101	105	94	116	88	106	97	97	100
Cc1ccc(C2CC(c3ccc(NC(=O)Nc4ccccc4)cc3)=NN2c2ccc(S(C)(=O)=O)cc2)cc1 (stereo unspecified)	-84*	-43*	6.1*	-5.9*	-39*	-35*	-69*	-24*	-36*
COc1ccc2c(c1)CCCC2=O	120	93	109	127	107	114	103	101	104
Brc1cncc(Br)c1	104	105	110	104	100	113	117	.	105
Cn1cc(-c2csc(-c3c[nH]c4ccc(F)cc34)n2)c2ccnc(Cl)c21	5.7*	52	81	37	62	71	64	79	61
Clc1ccc(C2CC(c3cccc(Nc4ccnc5cc(Cl)ccc45)c3)=NN2c2ccccc2)cc1 (stereo unspecified)	84	89	104	80	80	.	80	76	62
CCCN(c1ccc(Cl)cc1)c1nc(-c2ccc([N+](=O)[O-])cc2)cs1	100	104	88	98	99	104	88	81	89
Cc1cc(N)cc(C)n1	106	110	88	100	106	105	103	103	105
COc1ccc(-c2nc3sccn3c2/C=C/C(=O)c2ccc3c(c2)OCO3)cc1	59	211	89	108	85	76	100	58	58
CC1(C)CC(=O)c2c(nc(Nc3nc4ccccc4s3)nc2-c2ccc(F)cc2)C1	96	108	96	107	99	.	100	75	95
COc1ccc2sc3c(NCCCN)nc4ccccc4c3c(=O)c2c1	-49*	.	69	-73*	.	68	81	19	-84*
O=c1[nH]c(O)c(/C=N/C(=S)Nc2ccccc2)c(=O)[nH]1	93	100	101	105	105	99	92	69	87
CC1Cc2c(ncnc2-n2cnc3ccccc32)N(C)c2ccccc21 (stereo unspecified)	22	21	64	19	59	9.4*	49	20	21
CCC1=C(C)CN(C(=O)NCCc2ccc(S(=O)(=O)NC(=O)NC3CCC(C)CC3)cc2)C1=O (stereo unspecified)	110&105	112&121	102	120&113	99&110	106&105	104&100	89	101&105
COC(=O)c1ccccc1NC(=O)c1nnn(-c2ccccc2)c1-c1ccco1	95	120	102	65	89	88	90	85	96
Cc1nn(-c2ccc(F)cc2)c2ncnc(Nc3ccc(NC(=O)Nc4c(Cl)cccc4Cl)cc3)c12	92	109	103	102	97	90	93	80	103
N#CC(CCc1nc(N)nc(N)n1)(CCc1nc(N)nc(N)n1)c1ccccc1	102	97	102	.	101	113	106	103	95
CCOC(=O)c1c(Cl)c2c(n1Cc1ccccc1)-c1oncc1CCC2	36	57	94	81	.	44	87	36	50
COc1ccc(C2=CC(c3ccc(Oc4ccnc5cc(Cl)ccc45)c(OC)c3)c3c(nc(OC)[nH]c3=O)N2)cc1 (stereo unspecified)	45	102	73	63	89	71	83	76	36
O=C(c1nc2ccccc2[nH]1)C1C(c2ccccc2)C2CC3CCCC[C@H]3N2[C@@]12C(=O)Nc1cc(Cl)ccc12 (stereo partly specified)	44	59	80	43	66	64	75	75	43
CC(=O)Oc1cccc2ccccc12	107	107	95	104	95	101	95	101	105
CCOC(=O)Oc1c(OC)cc(C(=O)c2ccc(OC)c(OC(=O)CCl)c2OC)cc1OC	17	95	45	10	65	-5.8*	33	8.8*	11
O=c1oc2ccccc2cc1-c1csc(N/N=C/c2cc3ccccc3nc2Cl)n1	101	.	103	100	.	100	100	93	105
C=C1C(=O)O[C@H]2[C@H]1CC/C(COC(=O)n1ccnc1C)=C\CC[C@@]1(C)O[C@@H]21	94	90	98	105	91	96	99	66	89
Cc1c(C)c2ccc(OCc3nnc(Nc4ccccc4)s3)cc2oc1=O	104	81	96	89	98	113	96	73	79
COc1ccc(Cn2c(SC)nc(=O)n(Cc3ccc(OC)cc3)c2=O)cc1	99	100	96	101	94	92	99	92	92
O=C1c2ccccc2S(=O)(=O)N1CCBr	102	107	97	100	96	96	94	96	95
O=C(NCCCNc1nccc(-c2c(-c3cccc(F)c3)nc3sccn23)n1)c1ccc(F)cc1	65	65	96	95	69	79	105	85	63
C#Cc1cccc(NC(=O)C2CCCCN2C(=O)CCl)c1 (stereo unspecified)	-55*[8.25 µM]	-52*[8.25 µM]	65[8.25 µM]	11[8.25 µM]	-53*[8.25 µM]	-5.4*[8.25 µM]	-76*[8.25 µM]	-57*[8.25 µM]	-31*[8.25 µM]
CC1(C)CC[C@]2(CO)CC[C@]3(C)[C@@H](NC(=O)C[C@@H]4[C@@]5(C)CC[C@H](O)C(C)(C)[C@@H]5CC[C@]43C)[C@@H]2C1	98	112	103	101	103	107	106	102	110
COc1ccc(C2CC(c3ccc(Nc4ccnc5cc(Cl)ccc45)cc3)=NN2c2ccccc2)cc1 (stereo unspecified)	87	87	100	86	102	.	98	91	72
O=S(=O)(Oc1ccc(/C=N/NC(=S)Nc2ccccc2)cc1)C(F)(F)C(F)(F)C(F)(F)C(F)(F)C(F)(F)C(F)(F)F	111	111	133	104	108	110	107	98	105
CC(=O)OC1OC(COC(=O)c2ccccc2)C(OC(=O)c2ccccc2)C1OC(=O)c1ccccc1 (stereo unspecified)	88	133	106	108	104	109	112	61	89
C/C(=C(\c1ccc(OCCCN(C)C)cc1)c1ccc(OC(=O)Cc2ccccc2)cc1)c1ccc(Cl)cc1	45	51	87	41	100	85	85	67	58
Cc1ccc2nc(-c3c(CCCO)noc3N)[nH]c(=O)c2c1	105	121	90	108	100	123	130	103	102
C=C(C)C(=O)NCNC(=O)C(=C)C	90	112	113	104	86	108	107	92	94
C[C@H]1[C@@H]2[C@H]3CC[C@@H]4[C@@]5(C)C/C(=C/c6ccc(C(F)(F)F)cc6)C(=O)C(C)(C)[C@@H]5CC[C@@]4(C)[C@]3(C)CC[C@]23COC1(C)[C@@H](C(=O)/C=C\c1ccc(C(F)(F)F)cc1)C3	102	114	97	103	96	101	97	95	93
COc1cc(/C=C/C(=O)c2cc(C(=O)c3ccc(Br)cc3)n3ccc(C)cc23)cc(OC)c1OC	87	107	86	44	54	73	67	47	73
CC(C)(C)C1CCCCC1O (stereo unspecified)	96	101	96	101	100	94	96	96	96
Cc1ccc2[nH]c(=O)c(C3CNC(=O)c4ccccc4N3)cc2c1 (stereo unspecified)	105	107	110	106	109	108	97	94	106
COc1ccc(C2=Nn3c(N=Nc4c(O)n(C)c5ccc(Br)cc45)nnc3SC2)cc1	63	108	91	59	.	92	81	60	82
O=C1NC(Cc2c[nH]c3ccccc23)C(=O)N1Cc1ccc(Cl)cc1 (stereo unspecified)	100	97	104	110	95	106	107	87	93
COc1ccc(C(C)(C)C#N)cc1	102	111	124	113	106	97	95	.	107
Cc1cc(=O)n(C(C)Cc2ccccc2)n1C(C)Cc1ccccc1 (stereo unspecified)	97&114	108&105	98	111&105	89	97&97	98&94	142&106	91&104
COC(=O)[C@H](C)NC(=O)[C@H](Cc1ccccc1)NCc1ccco1	108	117	104	105	91	110	103	92	96
COc1cc(OC)cc(-c2cncn2-c2ccc(-c3nc4cc(OC)cc(OC)c4s3)cc2)c1	48	79	83	51	68	21	58	61	37
O=C1CSC(=Nc2ccccc2F)N1c1ccccc1F	97	105	78	106	101	109	98	85	98
CCc1ccc(C2=C(Cl)C(=O)C(c3ccccc3)=C(Cl)C2=O)cc1	87	100	87	113	95	95	90	24	99
O=C(O)c1ccc(S)cc1	100	109	97	119	106	105	100	84	101
O=C(COc1ccc(NC(=O)Nc2ccc(Cl)cc2)cc1)N/N=C/c1ccccc1O	99	104	93	105	99	104	102	100	103
O=C1CSC(c2cc3ccccc3[nH]c2=O)N1Cc1ccccc1 (stereo unspecified)	100	112	93	121	104	103	107	90	98
O=[N+]([O-])c1cccc(C=Nc2ccc(/C=C/C3(CCl)OCCO3)cc2)c1	109	107	100	118	104	104	101	87	93
O=C1c2cc(F)ccc2Oc2cc([N+](=O)[O-])ccc2N1c1ccc(I)cc1F	96	119	100	102	.	103	95	98	89
COc1ccc2cc(/C=C3\SC(=Nc4ccc(S(N)(=O)=O)cc4)NC3=O)c(Cl)nc2c1	101	109	96	104	98	99	94	94	93
Cc1ccc(NS(=O)(=O)c2ccc(C)cc2)cc1	104&101	103&111	92&102	106&107	89&96	100&104	98&100	78&98	98&102
COc1ccc(C(=O)C[n+]2ccncc2)cc1	99	103	110	102	92	100	98	92	100
Carrying on.
SMILES	HCT-15	COLO 205	NCI-H322M	NCI-H460	NCI-H226	NCI/ADR-RES	NCI-H23	NCI-H522	HCT-116
CC(=O)OC1/C=C\CC/C=C\C1 (stereo unspecified)	98	121	102	102	102	122	121	102	107
O=C(O)c1ccc(-c2nn(-c3ccc(C(=O)O)cc3)cc2/C=N/Nc2nc(-c3ccc(O)cc3)cs2)cc1	109	125	108	106	103	106	112	99	102
C=C1CCC(C(=O)CC)Cc2nc(C)ccc21 (stereo unspecified)	100	112	104	98	84	100	99	86	94
CSc1ccc(C(=O)C[n+]2ccc3ccccc3c2)cc1	101	98	97	104	89	93	82	91	85
CCC(C)OC(=O)c1cc(-c2ccc(OC)cc2)nc2ccccc12 (stereo unspecified)	89	110	97	103	106	99	99	92	94
Clc1cc(Br)c(Cl)cc1Br	109	110	101	106	108	101	97	92	98
Nc1ccc(Cc2ccc([N+](=O)[O-])cc2)cc1	98	116	103	110	94	103	97	.	92
COc1ccc(C(C)n2cc(-c3ccccc3)nn2)cc1OC1CCCC1 (stereo unspecified)	90	110	78	95	.	85	90	76	92
CCOC(=O)c1cnn(-c2nc(-c3ccc(F)cc3)c(C#N)c(N3CCOCC3)n2)c1N	101	107	105	100	92	97	103	91	100
CC/C(=C\c1ccc(O)c(O)c1)C(=O)NC1CCOC1O (stereo unspecified)	85	107	104	114	131	108	108	68	100
COc1ccc(C(=O)CSc2nnc(-c3cc(-c4ccccc4)nc4ccccc34)o2)cc1	103	122	100	106	106	103	109	102	101
COc1ccc(Cl)cc1Cl	105	98	107	111	95	107	106	.	106

Nothing new here: twelve of the compounds above.
SMILES	HCT-15	COLO 205	NCI-H322M	NCI-H460	NCI-H226	NCI/ADR-RES	NCI-H23	NCI-H522	HCT-116
COc1ccc2cc(/C=C3\SC(=Nc4ccc(S(N)(=O)=O)cc4)NC3=O)c(Cl)nc2c1	101	109	96	104	98	99	94	94	93
Cc1ccc(NS(=O)(=O)c2ccc(C)cc2)cc1	104&101	103&111	92&102	106&107	89&96	100&104	98&100	78&98	98&102
COc1ccc(C(=O)C[n+]2ccncc2)cc1	99	103	110	102	92	100	98	92	100
CC(=O)OC1/C=C\CC/C=C\C1 (stereo unspecified)	98	121	102	102	102	122	121	102	107
O=C(O)c1ccc(-c2nn(-c3ccc(C(=O)O)cc3)cc2/C=N/Nc2nc(-c3ccc(O)cc3)cs2)cc1	109	125	108	106	103	106	112	99	102
C=C1CCC(C(=O)CC)Cc2nc(C)ccc21 (stereo unspecified)	100	112	104	98	84	100	99	86	94
CSc1ccc(C(=O)C[n+]2ccc3ccccc3c2)cc1	101	98	97	104	89	93	82	91	85
CCC(C)OC(=O)c1cc(-c2ccc(OC)cc2)nc2ccccc12 (stereo unspecified)	89	110	97	103	106	99	99	92	94
Clc1cc(Br)c(Cl)cc1Br	109	110	101	106	108	101	97	92	98
Nc1ccc(Cc2ccc([N+](=O)[O-])cc2)cc1	98	116	103	110	94	103	97	.	92
COc1ccc(C(C)n2cc(-c3ccccc3)nn2)cc1OC1CCCC1 (stereo unspecified)	90	110	78	95	.	85	90	76	92
CCOC(=O)c1cnn(-c2nc(-c3ccc(F)cc3)c(C#N)c(N3CCOCC3)n2)c1N	101	107	105	100	92	97	103	91	100

Further compounds.
SMILES	HCT-15	COLO 205	NCI-H322M	NCI-H460	NCI-H226	NCI/ADR-RES	NCI-H23	NCI-H522	HCT-116
COC(=O)/C=C1/SC(=Nc2ccccc2)N(CCc2c[nH]c3ccccc23)C1=O	81	125	97	104	118	97	97	95	80
CCOC(=O)N1C/C(=C/c2ccc(F)cc2)C(=O)/C(=C/c2ccc(F)cc2)C1	-63*	2.9*	54	3.1*	-19*	9.5*	12	-52*	-84*
COc1cc2c(c(OC)c1OC)C1(CCCO1)c1cccc(OC)c1-2 (stereo unspecified)	91	123	101	112	103	102	99	96	103
CC(/C=N/N1C(=O)c2ccccc2C1=O)c1ccccc1 (stereo unspecified)	98	114	98	108	91	113	108	104	108
COc1cc(Nc2ncccc2C(=O)NCc2cn(Cc3cccc(Oc4ccccc4)c3)nn2)cc(OC)c1OC	74	92	77	90	56	40	75	54	66
O=C(Nc1nc(-c2ccccn2)cs1)c1ccccc1Br	55	85	88	68	.	75	79	79	45
CCCCCCCCCCCCCCCC(=O)Cl	112	113	93	105	91	109	98	110	106
CCn1cc(C(=O)O)c(=O)c2cc(F)c(N3CCN(S(=O)(=O)c4ccc(OC)c(OC)c4)CC3)cc21	102	99	102	108	96	107	100	91	105
CC(=Nc1ccc(N(C)C)cc1)c1ccccc1	68	13	67	34	59	75	66	65	50
Clc1ccc(-c2ccc(N3CCCC3)nn2)cc1	94	90	91	103	90	91	84	77	99
C[N+](C)(C)CCC#CC[N+]1(C)CCCC1	102	108	96	100	85	98	98	104	100
CCC(=O)C(c1ccccn1)C(C)C (stereo unspecified)	103	103	109	101	87	99	98	91	95

Rewritten bar-delimited: entries from further up.
Molecule | HCT-15 | COLO 205 | NCI-H322M | NCI-H460 | NCI-H226 | NCI/ADR-RES | NCI-H23 | NCI-H522 | HCT-116
COC(=O)/C=C1/SC(=Nc2ccccc2)N(CCc2c[nH]c3ccccc23)C1=O | 81 | 125 | 97 | 104 | 118 | 97 | 97 | 95 | 80
COc1cc2c(c(OC)c1OC)C1(CCCO1)c1cccc(OC)c1-2 (stereo unspecified) | 91 | 123 | 101 | 112 | 103 | 102 | 99 | 96 | 103

From PubChem BioAssay
